From PubChem
FUS suppressor: qHTS for Suppressors of FUS Proteinopathy: Primary screen using FUS-linked yeast assay. actives 0.24% (n = 390,000). AID 1347120, 2019. S. cerevisiae FUS-expressing, growth rescue, OD600, 24 h. Potency, µM (highest dose often 76.6 µM), for inactives: at the top dose growth rescue (activation), usual class: activators;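 also: potency is read from the fitted curve at half-maximal effect; plate controls were DMSO vehicle for no effect and reference control for full effect; nearly all actives have a fitted effect of over 55% in size; some results filed as inactive show a strong effect at the top dose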
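Cultures pregrown in 2.5% raffinose medium are shifted to minimal medium containing 2% galactose to express toxic FUS. Compounds are tested at several concentrations. After 24hr at 30C, growth is quantified at 600 nm absorbance.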
EPAC2 ag: qHTS for Agonist of cAMP-regulated guanine nucleotide exchange factor 4 (EPAC2): primary screen; actives 0.079% (n = 360,000); Potency, µM (series often up to 154 µM), for inactives: top-dose activation, usual class: activators; Rap guanine nucleotide exchange factor 4 (Homo sapiens), Q8WZA2; AID 720711, 2013; EPAC2 activation, biochemical qHTS; response scale: 100% = 6.5 mM cAMP response; also: potency is read from the fitted curve at half-maximal effect; nearly all actives have a fitted effect of over 50% in size
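Compounds were added across a concentration range to EPAC2 (100 nM), RAP1B-BODIPY-GDP (250 nM) and GDP (50 uM). After 5 min at room temperature, fluorescence was recorded at 5-min intervals for 30 min.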
aSyn yeast inh: qHTS of alpha-syn Inhibitors. Yeast expressing alpha-synuclein, growth rescue, BacTiter-Glo, 24 h. Potency, µM (highest dose often 46.1 µM), for the others: at the highest dose growth rescue (activation), most hits filed as activators. actives 0.14% (n = 370,000). AID 652106, 2013; also: potency is read from the fitted curve at half-maximal effect; % of control where 0% means no effect; nearly all actives have a fitted effect of over 65% in size
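Readout is rescue of growth in alpha-synuclein-expressing yeast, so inhibitors of toxicity appear as activators. Growth after 24 hr at 30 deg C in galactose medium is quantified by luminescence.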
TDP43 rescue: qHTS of TDP-43 Inhibitors | actives 1.8% (n = 410,000) | Potency, µM (titrated, usually from 46.1 µM), for the others: at the top dose growth rescue (activation), actives largely listed as activators | TDP-43 expressing yeast growth rescue, BacTiter-Glo, 24 h; also: potency is read from the fitted curve at half-maximal effect; % of control where 0% means no effect; nearly all actives have a fitted effect of over 50% in size
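Yeast cells expressing TDP-43 under galactose induction are exposed to compounds for 24 hr at 30 deg C. BacTiter-Glo luminescence measures growth, so protective compounds score as activators.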
D3 antag: qHTS of D3 Dopamine Receptor Antagonist: qHTS; D(3) dopamine receptor (Homo sapiens), P35462; D3R cells, DiscoveRx beta-arrestin luminescence, antagonist mode; active compounds read low; max response, negative = inhibition, %; actives 2.5% (n = 360,000); AID 652054, 2013; in the data active = max response below about -50%; inconclusive = no clear call, values can overlap the other calls; also: % is scaled to controls: 0 for no effect and ±100 for the full control effect; mostly tested at two doses, the higher about 12 µM
Target sequence (P35462 whole entry, looked up): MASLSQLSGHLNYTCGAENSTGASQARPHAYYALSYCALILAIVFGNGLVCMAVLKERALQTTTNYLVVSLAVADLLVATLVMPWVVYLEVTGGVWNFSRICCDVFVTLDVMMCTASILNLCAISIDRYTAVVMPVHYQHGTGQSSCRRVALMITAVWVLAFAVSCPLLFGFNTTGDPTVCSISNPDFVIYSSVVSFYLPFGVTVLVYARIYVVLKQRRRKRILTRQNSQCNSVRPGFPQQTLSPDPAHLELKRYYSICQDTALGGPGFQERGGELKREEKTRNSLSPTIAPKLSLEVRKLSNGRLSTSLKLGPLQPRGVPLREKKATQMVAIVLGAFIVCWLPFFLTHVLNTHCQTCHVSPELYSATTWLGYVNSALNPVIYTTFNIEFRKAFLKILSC
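Cells plated overnight at 1500 cells/well, then exposed to library compounds with dopamine controls for 90 minutes at 37 degrees C. DiscoveRx reagent added for 30–60 minutes at room temperature; luminescence read, quantitative HTS format.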
D3 ag: qHTS of D3 Dopamine Receptor Agonist: qHTS. D3R DiscoveRx beta-arrestin cells, luminescence, 90 min. max activation, %. actives 0.58% (n = 410,000). AID 652048, 2013; in the data active = max activation above about 30%; also: 0% is about no effect; mostly tested at two doses, the higher about 12 µM
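Agonist-mode cell screen: cells plated at 1500/well and incubated overnight at 37 °C, then exposed to library compounds for 90 min at 37 °C. Detection reagent was added for 30–60 min at room temperature, and luminescence was read.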
Abeta rescue: qHTS for compounds that reverse cellular toxicity of Amyloid beta (A-beta) peptide in yeast: Primary Screen. yeast expressing A-beta42, growth rescue, OD600, 48 h; response scale: 0% DMSO, 100% iron-clioquinol control. Potency, µM (highest dose often 46.1 µM), for inactives: at the top dose growth rescue, usual class: activators. actives 0.063% (n = 410,000). AID 1347071, 2019; also: potency is read from the fitted curve at half-maximal effect; nearly all actives have a fitted effect of over 55% in size
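Yeast A-beta toxicity model in growth medium with pinned compounds, 48 h at 30 C; growth read as absorbance at 600 nm. Normalized to FeCl3/clioquinol equimolar mix (positive) and DMSO (negative).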
EPAC2 antag: qHTS for Antagonist of cAMP-regulated guanine nucleotide exchange factor 2 (EPAC2): primary screen; Rap guanine nucleotide exchange factor 4 (Homo sapiens), Q8WZA2; EPAC2 GEF exchange of Rap1B-BODIPY-GDP, fluorescence; Potency, µM (top dose mostly 114 µM), for the others: at the highest dose activity, negative = inhibition, actives largely listed as inhibitors; actives 0.18% (n = 360,000); AID 720708, 2013; also: potency is read from the fitted curve at half-maximal effect; % is scaled to controls: 0 for no effect and ±100 for the full control effect; nearly all actives have a fitted effect of over 45% in size; many of its hits are not listed in these tables
The depositor's hits bear a star; u = inconclusive; x = no result given; [ ] = remark or other dose. Unless noted, calls follow the shape of the dose curve; as a rule, active = well fitted curve in the direction sought with a large enough effect; inconclusive = small, poorly fitted or top-dose-only effect, or another doubt; inactive = no such curve, though single readings can be large; an effect the other way counts as inactive or inconclusive. This is a subset; count on the stated rates, not on these rows.

Results follow in this order: FUS suppressor, EPAC2 ag, aSyn yeast inh, TDP43 rescue, D3 antag, D3 ag, Abeta rescue, EPAC2 antag
#1 O=C1CCCC(O)=C1C=NCCc1ccccc1
    -30%, -19%, -8%, 4%, u, -1, 9%, 0%[57.1 µM]
#2 N#C/C(=C\c1cccc(O)c1)c1nc2ccccc2o1
    12%, 12%, 0%, -13%, u, -7, 1%, -9%
#3 CCOc1ccc(OCCCC(=O)Nc2cc(Cl)ccc2-n2cncn2)cc1
    14%, 8%, 3%[1.84 µM], u, 30, 15, -6%, -8%
#4 CCN1CCCC1CNC(=O)c1cc([N+](=O)[O-])c(N(C)C)cc1OC (stereo unspecified)
    -28%, 7%, -11%, 13%, -103*, -28, 11%, 4%
#5 CCc1ccc2oc(-c3ccc(NC(C)=O)cc3)nc2c1
    21%, 7%, -31%[inhibitor], 3.5µM*, 1, 3, -28%, -17%
#6 CC(C)CCOP(=O)(c1ccccc1)c1ccccc1
    18%, 1%, -4%, 3%, -8, -7, 26%, -13%
#7 Cc1nc2ccccc2c2oc(C(=O)N3CCN(c4ccc([N+](=O)[O-])cc4)CC3)cc12
    -6%, -1%, -6%, 15%, 24, 1, -8%, -2%
#8 COc1cccc(OCC(O)CN2CCOCC2)c1 (stereo unspecified)
    -20%, -9%, 3%, 4%, 0, 3, 14%, 5%
#9 O=C(CSc1nc2[nH]ncc2c(=O)n1-c1ccccc1Br)NCc1ccco1
    32%, 14%, 2%, -7%, 18, 3, -6%, 3%
#10 O=C(CCN1C(=O)c2ccccc2C1=O)N1CCN(c2ccccc2)CC1
    9%, 5%, 0%, -18%, 4, 18, 7%, 8%
#11 O=C(COc1ccccc1Cl)NCc1ccncc1
    -8%, 0%, 4%, -5%, -2, 6, 12%, 4%
#12 COc1cc(CC(=O)OCC(=O)c2ccc(F)cc2)cc(OC)c1OC
    -28%, 8%, -7%, -2%, 13, 2, -3%, 9%
#13 O=C(NCc1ccco1)c1ccc(=O)oc1
    34%, 8%, -10%, 5%, -15, 3, -13%, 15%
#14 COc1ccc2nc(NC(=O)c3cccc(OCc4c(C)noc4C)c3)sc2c1
    8%, 11%, 18%, 11%, 0, 2, 2%, 8%
#15 COc1ccc(-c2noc(CNC(=O)c3ccc4c(c3)OCO4)n2)cc1
    4%, 13%, 1%, 0%, -19, -2, -3%, 0%
#16 CCOC(=O)C1CCCN(c2c(NCCN(C)Cc3ccccc3)c(=O)c2=O)C1 (stereo unspecified)
    -12%, 15%, 6%, 14%, -10, -9, 2%, -8%
#17 NCCCNC(=O)Cn1c(=O)c2c3c(sc2n(Cc2ccccc2)c1=O)CCCC3
    16%, -6%, -6%, -22%, -10, -9, -14%, 5%
#18 CCOC(=O)C1=C(N)n2c(s/c(=C/c3ccco3)c2=O)=C(C(=O)OC)C1c1ccco1 (stereo unspecified)
    55%, 8%, 5%, 13%, -30, -7, 11%, 1%
#19 Cc1cc(C(=O)NCC(c2ccco2)N(C)C)no1 (stereo unspecified)
    11%, 4%, -1%, 6%, -9, -1, 2%, 9%
#20 CCOC(=O)c1ccc(S(=O)(=O)N2CCN(C(=O)c3ccccn3)CC2)cc1
    -16%, 3%, -1%, 11%, 16, -7, -4%, -1%
#21 COC(=O)c1ccc2c(=O)[nH]c(CCl)nc2c1
    17%, 4%, -3%, -9%, -5, -4, -40%[inhibitor], 21%
#22 CCCCN(C(=O)c1ccc(S(=O)(=O)N(C)C)cc1)c1ccccc1
    -8%, 3%, 9%, 7%, -8, 5, -10%, 0%
#23 CCC1(C)Cc2c(sc3nc4n(c(=O)c23)CCCS4)CO1 (stereo unspecified)
    8%, 1%, 0%, u, -14, -5, -15%, 11%
#24 O=C(c1[nH]c(C(F)(F)F)nc1-c1ccccc1)N1CCN(c2ncc(C(F)(F)F)cc2Cl)CC1
    28%, 4%, 6%, 0%, 13, 0, 2%, -22%
#25 CCN1/C(=C/C=C/c2oc3ccc(-c4ccccc4)cc3[n+]2CC)Oc2ccc(-c3ccccc3)cc21
    41%, 63µM*, -57%[inhibitor], -92%[inhibitor], -5, 7, -82%[inhibitor], x
#26 CCCCC1OC23CCCCC2C(C#N)(C#N)C1(C#N)C(=N)O3 (stereo unspecified)
    5%, 4%, 1%, 0%, 23, 12, 3%, -1%
#27 O=C(NNC(=S)NC(=O)c1cccnc1)c1ccc(F)cc1
    17%, 11%, -10%, -15%, u, -4, 3%, 6%
#28 O=C(Nc1cccc(Cl)c1)Nc1nnc(CSCCOc2ccc(Cl)cc2)s1
    -16%, -6%, 4%, 7%, 31, 20, -4%, 19%
#29 O=C(Cn1[nH]c(=O)c2ccccc2c1=O)OCC(=O)N(Cc1ccccc1)Cc1ccccc1
    30%, 10%, 5%, 22%, 4, 3, -2%, -1%
#30 COCCCn1c(=O)c2ccccc2n(CC(=O)N2CCCc3ccccc32)c1=O
    12%, 0%, 3%, -11%, -11, -10, -5%, 6%

Profiles from above.
`CCOC(=O)C1=C(N)n2c(s/c(=C/c3ccco3)c2=O)=C(C(=O)OC)C1c1ccco1` (stereo unspecified) is listed with FUS suppressor: 55%; EPAC2 ag: 8%; aSyn yeast inh: 5%; TDP43 rescue: 13%; D3 antag: -30; D3 ag: -7; Abeta rescue: 11%; EPAC2 antag: 1%
`CCN1/C(=C/C=C/c2oc3ccc(-c4ccccc4)cc3[n+]2CC)Oc2ccc(-c3ccccc3)cc21` is listed with FUS suppressor: 41%; EPAC2 ag: 63µM*; aSyn yeast inh: -57%[inhibitor]; TDP43 rescue: -92%[inhibitor]; D3 antag: -5; D3 ag: 7; Abeta rescue: -82%[inhibitor]; EPAC2 antag: x

(more compounds)
cpd	molecule	FUS suppressor	EPAC2 ag	aSyn yeast inh	TDP43 rescue	D3 antag	D3 ag	Abeta rescue	EPAC2 antag
31	CCc1ccc(-n2nc3ccc(NC(=O)COc4ccc(OC)cc4)cc3n2)cc1	-2%	x	x	22%	x	1	-17%	x
32	CCC(CC)NC(=O)Nc1ccc(F)c(Cl)c1	-1%	13%	-9%	23%	-20	-2	6%	-2%
33	CCCCOc1ccc(C(=O)N(Cc2ccco2)C2CCS(=O)(=O)C2)cc1 (stereo unspecified)	13%	-2%	11%	11%	6	-6	6%	-4%
34	COc1cc(OC)cc(-c2nnc(SCC(=O)N3CCC(C)CC3)o2)c1	29%	x	x	u	x	3	11%	x
35	Cc1cccn2c(=O)c3cc(C(=O)NCCc4ccccc4)c(=N)n(Cc4ccco4)c3nc12	28%	2%	-2%	-18%	-100*	-16	0%	-12%
36	CCOc1ccc2oc(=O)cc(CN3CCN(c4cc(C)ccc4C)CC3)c2c1	-20%	x	x	5%	x	-11	0%	x
37	CN(C)S(=O)(=O)c1ccc(NC(=O)c2cccnc2)cc1	43%	9%	-2%	-2%	3	-3	-5%	22%
38	COCCn1c(SCC(=O)N2CCc3ccccc32)nc2c(c1=O)SC(C)C2 (stereo unspecified)	10%	10%	1%	u	-8	4	14%	-11%
39	N#Cc1c2ccc(OCC(N)=O)cc2n2ccccc12	33%	-2%	3%	12%	5	6	-7%	8%
40	O=C(N[C@@H](Cc1c[nH]c2ccccc12)C(=O)O)c1ccc(Cl)cc1	13%	3%	1%	x	15	-2	11%	-3%
41	COc1ccc(CNC(=O)CCc2nnc3ccc(NCCCN4CCCC4=O)nn23)cc1	23%	1%	1%	5%	20	3	5%	8%
42	Cc1ccc(NC(=O)Cn2c(=O)n(-c3ccc(C)cc3)c(=O)c3c2cnn3C)cc1	20%	x	x	14%	x	-8	-3%	x
43	O=C(OCC(=O)N1CCCc2ccccc21)c1cccc(S(=O)(=O)N2CCc3ccccc32)c1	-1%	0%	-2%	9%	-18	1	28%	0%
44	Cc1ccc2nc(Cl)c3cc(C(=O)NC4CCCCCC4)sc3c2c1	-18%	x	x	14%	x	4	-11%	x
45	COCCOC(=O)C1=C(C)NC(=O)NC1c1cn(-c2ccccc2)nc1-c1cccs1 (stereo unspecified)	21%	-2%[15.6 µM]	3%	2%	8	3	-3%	-9%
46	Fc1ccc(-c2ccnc3nc(N4CCN(c5ccccc5)CC4)nn23)cc1	-12%	9%	x	7%	33	1	3%	1%
47	CC1=CC(=C(C#N)c2nc3ccccc3s2)C=C(C)N1c1ccc(F)cc1	4%	-3%	1%	16%	-11	1	5%	82%[activator]
48	Cc1cc(C)nc(NC(=O)Nc2ccc(F)cc2F)n1	18%	2%	2%	0%	23	7	-3%	4%
49	CCCC(=O)N1CCCC1(C)C(=O)Nc1ccc(C)c(C)c1 (stereo unspecified)	-28%	5%	0%	0%	33	6	-7%	-11%
50	C=CCNC(=S)N1CCC(C(=O)c2ccc(OC)cc2)CC1	-6%	-1%	1%	u	3	1	-10%	-3%
51	COc1ccc(C(=O)N/C(=C\c2ccc3c(c2)OCO3)C(=O)Nc2cccc(C(=O)O)c2)cc1	-3%	8%	-2%	0%	-2	-1	-4%	8%
52	Fc1cccc(Cl)c1CNn1cn[nH]c1=S	-20%	0%	7%	23%	1	-5	-2%	1%
53	COc1cc(OC)c(NC(=O)C2CCN(S(=O)(=O)c3c(C)noc3/C=C/c3c(C)cc(C)cc3C)CC2)cc1Cl	-11%	x	x	21%	x	4	0%	x

An excerpt of these results, with each value named.
32) CCC(CC)NC(=O)Nc1ccc(F)c(Cl)c1
- FUS suppressor: -1%
- EPAC2 ag: 13%
- aSyn yeast inh: -9%
- TDP43 rescue: 23%
- D3 antag: -20
- D3 ag: -2
- Abeta rescue: 6%
- EPAC2 antag: -2%
43) O=C(OCC(=O)N1CCCc2ccccc21)c1cccc(S(=O)(=O)N2CCc3ccccc32)c1
- FUS suppressor: -1%
- EPAC2 ag: 0%
- aSyn yeast inh: -2%
- TDP43 rescue: 9%
- D3 antag: -18
- D3 ag: 1
- Abeta rescue: 28%
- EPAC2 antag: 0%
